HT1080-NT tox: qHTS for induction of synthetic lethality in tumor cells producing 2HG: qHTS for the HT-1080-NT fibrosarcoma cell line; HT-1080-NT fibrosarcoma viability, CellTiter-Glo ATP luminescence, 48 h; Potency, µM (titrated, usually from 46.1 µM), for inactives: at the top dose activity, negative = less viability, actives largely listed as cytotoxic; actives 1.6% (n = 360,000);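 further: NT is the 2HG producing partner of a matched IDH1 knockdown line; potency means the concentration at half of the fitted maximal effect; 0% = DMSO-treated cells and -100% = media-only wells without cells; nearly all actives have a fitted effect of over 55% in size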
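Luminescent CellTiter-Glo readout after 48 hours of compound exposure at 37 degrees C defined viability of HT-1080-NT cells. Activity was normalized to DMSO wells and cell-free media wells; concentration-response curves were fitted and assigned curve classes.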
KB-3-1 tox: qHTS assay for MDR1-selective chemotherapeutics: Primary screen using the parental adenocarcinoma cell KB-3-1; KB-3-1 viability, CellTiter-Glo ATP luminescence, 72 h; actives 1.4% (n = 400,000); Potency, µM (series often up to 46.1 µM), without a hit: top-dose activity change, negative = cytotoxic, hits mostly cytotoxic; AID 1347075, 2019; further: potency means the concentration at half of the fitted maximal effect; on the % scale 0 is the no-effect control and ±100 the full control effect; nearly all actives have a fitted effect of over 60% in size
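Cytotoxicity measured as CellTiter-Glo luminescence after 72 h at 37 C. Compound titrations were pinned onto drug-naive KB-3-1 parental adenocarcinoma cells grown in DMEM with 10% FBS, and normalized data fitted to concentration-response curves.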
IL-1B inflam inh: qHTS for Inhibitors of Inflammasome Signaling: IL-1-beta AlphaLISA Primary Screen; actives 4.7% (n = 360,000); activity change, % at 57.5 µM; THP-1 LPS/ATP IL-1B secretion, AlphaLISA, 16 h; stronger effect = lower value; in the data active means activity change below about -50%; inconclusive means mostly about -30% to -49%; further: on the % scale 0 is the no-effect control and ±100 the full control effect
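Secreted IL-1B measured by AlphaLISA bead assay after 16 h compound exposure of THP-1 cells; compounds (final up to 57.5 uM) added 1 h before LPS (250 ng/mL) and ATP (1.25 mM) stimulation; lower signal means less secretion.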
HT1080 IDH1KD tx: qHTS for induction of synthetic lethality in tumor cells producing 2HG: qHTS for the HT-1080-IDH1KD cell line. AID 686971, 2013. actives 2% (n = 360,000). HT-1080 IDH1 knockdown viability, ATP luminescence, 48 h. Potency, µM (doses to about 46.1 µM), for inactives: top-dose activity, negative = toxicity, usual class: cytotoxic;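 further: potency means the concentration at half of the fitted maximal effect; 0% = DMSO wells and -100% = cell-free medium wells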
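Cytotoxicity counter-line: IDH1KD HT-1080, 48 h, CellTiter-Glo. Curves classed by r2, magnitude and activity.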
DRD3 agonist: qHTS of D3 Dopamine Receptor Agonist: qHTS | AID 652048, 2013 | D(3) dopamine receptor (Homo sapiens), P35462 | max activation, % | D3R DiscoveRx beta-arrestin cells, luminescence, 90 min | actives 0.58% (n = 410,000); in the data active means max activation above about 30%; further: 0% is about no effect; mostly tested at two doses, the higher about 12 µM
Target sequence (P35462 whole entry, looked up): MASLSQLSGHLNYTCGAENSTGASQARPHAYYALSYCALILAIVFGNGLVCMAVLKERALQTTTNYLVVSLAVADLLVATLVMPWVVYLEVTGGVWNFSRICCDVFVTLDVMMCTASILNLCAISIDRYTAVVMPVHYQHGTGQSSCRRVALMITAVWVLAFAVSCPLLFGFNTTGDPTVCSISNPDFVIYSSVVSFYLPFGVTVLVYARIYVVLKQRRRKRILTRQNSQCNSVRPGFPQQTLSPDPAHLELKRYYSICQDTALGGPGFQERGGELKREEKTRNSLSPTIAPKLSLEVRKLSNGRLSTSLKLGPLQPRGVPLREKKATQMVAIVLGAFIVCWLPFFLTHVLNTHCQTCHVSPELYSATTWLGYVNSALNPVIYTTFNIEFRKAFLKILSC
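Agonist-mode cell screen: cells plated at 1500/well and incubated overnight at 37 °C, then exposed to library compounds for 90 min at 37 °C. Detection reagent was added for 30–60 min at room temperature, and luminescence was read.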
GLP-1R agonist: qHTS of GLP-1 Receptor Agonists; Glucagon-like peptide 1 receptor (Homo sapiens), P43220; HEK293 GLP-1R CRE-luciferase, luminescence, 4-6 h; cells express a hypersensitive GLP-1R form; Potency, µM (titrated, usually from 45.6 µM), for the others: at the highest dose activation, usual class: activators; actives 0.007% (n = 380,000); AID 624172, 2012; further: potency means the concentration at half of the fitted maximal effect; % of control where 0% means no effect
Target sequence (P43220 whole entry, looked up): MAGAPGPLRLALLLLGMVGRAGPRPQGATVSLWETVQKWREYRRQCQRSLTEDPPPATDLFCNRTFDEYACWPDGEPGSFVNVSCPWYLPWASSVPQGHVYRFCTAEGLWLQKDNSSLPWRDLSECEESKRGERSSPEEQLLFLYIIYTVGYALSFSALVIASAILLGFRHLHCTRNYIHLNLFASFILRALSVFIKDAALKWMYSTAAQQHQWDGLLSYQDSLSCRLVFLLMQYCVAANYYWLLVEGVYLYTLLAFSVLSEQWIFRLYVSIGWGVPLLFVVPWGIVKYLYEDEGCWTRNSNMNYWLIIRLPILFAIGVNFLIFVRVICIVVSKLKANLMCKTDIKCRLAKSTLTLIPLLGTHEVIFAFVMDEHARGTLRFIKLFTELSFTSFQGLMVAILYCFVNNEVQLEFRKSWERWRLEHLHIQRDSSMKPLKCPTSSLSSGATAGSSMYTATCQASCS
KB-V1 MDR tox: qHTS assay for MDR1-selective chemotherapeutics: Primary screen using the drug-selected MDR subline cells KB-V1 | KB-V1 MDR cells viability, CellTiter-Glo, 72 h | Potency, µM (titrated, usually from 46.1 µM), for inactives: at the highest dose activity change, negative = cytotoxicity, hits mostly cytotoxic | actives 3.4% (n = 400,000) | AID 1347076, 2019; further: potency means the concentration at half of the fitted maximal effect; on the % scale 0 is the no-effect control and ±100 the full control effect; nearly all actives have a fitted effect of over 60% in size
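Readout: CellTiter-Glo luminescence, 10 min after addition. Cells: KB-V1 MDR subline, 72 h at 37 degrees C with compound. Analysis: corrected, normalized data fitted to concentration-effect curves.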
SW480 rereplic: A quantitative high throughput screen for small molecules that induce DNA re-replication in SW480 colon adenocarcinoma cells; SW480 DNA re-replication, Hoechst DNA content imaging, 48 h; Potency, µM (titrated, usually from 46.1 µM), for inactives: at the highest dose re-replication activation, hits mostly activators; actives 1.8% (n = 340,000); AID 624297, 2012; further: potency means the concentration at half of the fitted maximal effect; % of control where 0% means no effect; nearly all actives have a fitted effect of over 55% in size
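Compounds, transferred as 23 nL by pin tool, were incubated with cells for 48 hr; DNA content per nucleus was then quantified by Hoechst staining and fluorescence plate imaging.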
D3 antag: qHTS of D3 Dopamine Receptor Antagonist: qHTS; D3R cells, DiscoveRx beta-arrestin luminescence, antagonist mode; stronger effect = lower value; max response, negative = inhibition, %; actives 2.5% (n = 360,000); in the data active means max response below about -50%; inconclusive means no clear call, values can overlap the other calls; further: on the % scale 0 is the no-effect control and ±100 the full control effect; mostly tested at two doses, the higher about 12 µM
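Cells expressing the human receptor were seeded at 1500 cells/well, incubated overnight at 37 degrees C in 5% CO2, then exposed to library compounds with dopamine controls for 90 minutes at 37 degrees C before luminescent detection.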
Numbers without * were called inactive; u = inconclusive; x = not tested or not shown; [ ] = another dose, or the depositor's remark. Unless noted, the call rests on the fitted dose curve; in most records, active means well fitted curve in the direction sought with a large enough effect; inconclusive means small, poorly fitted or top-dose-only effect, or another doubt; inactive means no such curve, though single readings can be large; an effect the other way counts as inactive or inconclusive.

SMILES | HT1080-NT tox | KB-3-1 tox | IL-1B inflam inh | HT1080 IDH1KD tx | DRD3 agonist | GLP-1R agonist | KB-V1 MDR tox | SW480 rereplic | D3 antag
COC(=O)[C@H](Cc1ccccc1)NC(=O)NCCc1ccc(OC)cc1 | -3% | 16% | -10 | 2% | 12 | 4% | 0% | -1% | 2
CCCSc1nc2c(c(=O)[nH]c(=O)n2C)n1C | 3% | -1% | 6 | -1% | 1 | 10% | -12% | 1% | -20
CC(C)Cn1c(N)c(C(=O)COC(=O)c2ccncc2)c(=O)n(C)c1=O | 0% | 0% | 7 | -1% | 2 | -8% | 13% | -2% | 4
COc1ccc(N2CCN(C(=O)c3ccccc3Br)CC2)c([N+](=O)[O-])c1 | -6% | -7% | -61* | -1% | -2 | 33% | -14% | 0% | -25
CN(Cc1ccccc1)C(=O)c1csc(COCCO)n1 | u | 0% | 0 | 21% | 11 | -2% | 6% | x | 17
CC(C)C(NS(=O)(=O)c1cccs1)C(=O)N(C)Cc1ccccc1 (stereo not given) | -4% | 15% | -2 | u | -8 | 1% | -8% | 3% | -19
CCN(CC)c1ccc(C(=O)NNC(=O)C2CCN(c3ncnc4sc(C)c(C)c34)CC2)cc1 | 3% | -17% | -4 | 4% | 4 | 11% | 1% | x | 60
Cc1ccc(N(C)S(=O)(=O)c2ccc3c(c2)CC(C)N3C(=O)C2CC2)cc1 (stereo not given) | -1% | -10% | -29 | -9% | 0 | 3% | -1% | -15% | -9
Cc1cc(C)nc(Nc2ccccc2Br)n1 | 4% | 4% | 15 | 4% | 4 | 1% | -2% | -9% | 3
O=C(c1ccc(Br)cc1)N1CCN(c2ncccn2)CC1 | 14% | 14% | -8 | 9% | 10 | 19% | 8% | -7% | 9
CC(=O)Nc1ccc(S(=O)(=O)Nc2ccc(F)c([N+](=O)[O-])c2)cc1 | -9% | -3% | -24 | -10% | -4 | 8% | 0% | -4% | -27
COc1ccc(S(=O)(=O)NCc2cccnc2)cc1NC(=O)c1ccc(C)cc1 | -1% | 2% | -9 | -2% | -1 | 6% | -21% | 5% | -15
CCCn1c(=O)c(C(=O)NCCc2ccc(Cl)cc2)c(O)c2ccccc21 | -6% | -1% | 20 | 0% | 8 | -1% | -22% | 8% | 26
O=C(CO/N=C/c1cccc([N+](=O)[O-])c1)NC1CCCCCC1 | -9% | -15% | 8 | -2% | 2 | 13% | -21% | 1% | 1
COc1ccc(CCC(=O)NCCS(=O)(=O)N2CCN(c3ccccc3)CC2)cc1 | -2% | 2% | -6 | -8% | 4 | -8% | -3% | 22% | -2
Cc1nc2nc(SCc3ccc([N+](=O)[O-])cc3)[nH]c2cc1Br | -21% | u | 3 | -19% | 2 | 2% | -16% | u | -5
O=C(N/N=C/c1ccc(O)cc1)/C(=C/c1ccccc1)CCO | -7% | -2% | -18 | -9% | 0 | 4% | -11% | -7% | -29
NC(=O)C1(C(N)=O)OC1c1ccccc1 (stereo not given) | 15% | -4% | -17 | 1% | 2 | -3% | -1% | -11% | -8
O=[N+]([O-])c1ccc2c(c1)-c1ccccc1C2O (stereo not given) | 19% | 0% | u | 9% | 1 | 3% | 4% | x | 2
COc1ccc2cc(C#N)c(Cl)nc2c1 | 20% | 0% | 11 | -3% | -6 | 5% | u | -2% | -20
Cc1cc(C(=O)CSc2nnc(-c3ccco3)o2)c(C)n1Cc1ccco1 | -5% | -4% | -4 | 0% | 1 | -2% | u | -6% | 65
O=C(c1cc(C2CC2)nn1-c1ccccc1)N1CCN(Cc2c(F)cccc2Cl)CC1 | 2% | -1% | -21 | 0% | 0 | 3% | -32% | -2% | -26
Cc1noc(C)c1NC(=O)N(C)C[C@@H]1OCc2cnnn2CCCC(=O)N([C@@H](C)CO)C[C@@H]1C | 0% | 0% | -20 | -2% | 5 | -5% | -3% | x | -22
N=c1c2ccccc2nnn1-c1cccc(C(F)(F)F)c1 | u | 24% | -15 | 6% | 6 | 17% | 18% | -19% | 4
O=C(COc1ccccc1F)N1CCc2ccccc2C1 | 23% | 1% | -1 | 8% | 1 | -1% | -7% | -2% | 11
CC(=O)c1ccc(S(=O)(=O)NCCC(=O)OCC(=O)N2CCCC2=O)cc1 | 15% | -1% | 13 | 11% | -1 | 10% | -7% | -546%[inhibitor] | 1
CN(CC(O)COc1ccc2ccccc2c1)C1CCCCC1 (stereo not given) | u | -17% | -82* | u | 1 | 0% | -17% | 6% | -1
CC(=O)NC(c1ccc([N+](=O)[O-])cc1)c1c(O)ccc2ccccc12 (stereo not given) | -25% | -16% | -9 | u | -4 | 5% | 0% | 4% | -19
Cc1nc(NC(=O)/C=C/c2ccccc2)sc1C(=O)Nc1cccc(Cl)c1 | -14% | -1% | 19 | -17% | 3 | -12% | -1% | 5% | 5
CC(=O)NS(=O)(=O)c1ccc(NC(=O)c2ccc(-n3nc(C)cc3C)cc2)cc1 | 27% | -9% | 10 | 9% | 4 | 6% | 4% | -21% | 9
CCC(C)c1ccc(S(=O)(=O)N2CCN(CC(O)COCC3CCCO3)CC2)cc1 (stereo not given) | 1% | 11% | -4 | 1% | -13 | 5% | 0% | 0% | -2
COc1ccc(CCN=C(NS(=O)(=O)c2ccc(Cl)cc2)c2ccccc2)cc1 | -18% | -28% | -66* | 2% | 5 | 11% | u | 1% | 4
CCCCn1c(N)c(N(CC(C)C)C(=O)c2cc(-c3ccc(OC)cc3)nc3ccccc23)c(=O)[nH]c1=O | -8% | 3% | 14 | -3% | 0 | -1% | 3% | 4% | 30
CN(C)CCN(C(=O)/C=C/c1cccs1)c1nc2ccc(Br)cc2s1 | -11% | -1% | 23 | -14% | -11 | 4% | 4% | u | 1
Cc1cc(Br)ccc1NC(=O)CNC(=O)CSc1ncccn1 | 11% | 8% | 0 | 12% | -12 | -1% | -1% | -5% | -2
COc1ccc(Cl)cc1NC(=O)CN(C)CC(=O)NCc1cccs1 | 1% | -31% | -12 | -2% | 0 | 2% | -27% | 12% | 6
O=C(c1ccc(F)cc1)N1CCN(c2ncccn2)CC1 | 23% | 11% | 11 | 10% | -2 | -12% | 19% | -4% | 5
O=[N+]([O-])c1cccc(COc2cccc(CO)c2)c1 | 23% | u | -13 | 17% | 3 | 3% | 16% | -4%[9.22 µM] | 15
COc1ccc(NC(=O)c2ccc3[nH]c(C)c(C)c3c2)c(OC)c1 | -4% | -1% | -6 | -20% | -17 | 25% | -7% | 5% | -53*
COc1ccc(NC(=O)CSCC(=O)Nc2cccc(S(=O)(=O)N3CCCCCC3)c2)cc1 | -2% | -5% | -4 | -11% | 1 | 2% | u | 7% | 16
COc1ccc(NC(=O)CSc2nnc(-c3ccccc3C)n2C)cc1 | -4% | 4% | 12 | 0% | 17 | -8% | 15µM* | -2% | -9
Cn1c(SCC(=O)c2ccccc2)nnc1C1CC1 | 12% | 7% | 10 | 26% | 4 | -14% | 4% | u | u
COc1ccc(C=C2CCC3C(=O)CCCC3(C)C2=O)cc1 (stereo not given) | -8% | -16% | -18 | -11% | 0 | 2% | -22% | x | -15

Single records, from the list above. Order of screens: HT1080-NT tox | KB-3-1 tox | IL-1B inflam inh | HT1080 IDH1KD tx | DRD3 agonist | GLP-1R agonist | KB-V1 MDR tox | SW480 rereplic | D3 antag
Entry for `CC(=O)NS(=O)(=O)c1ccc(NC(=O)c2ccc(-n3nc(C)cc3C)cc2)cc1` = 27% | -9% | 10 | 9% | 4 | 6% | 4% | -21% | 9
Entry for `CCC(C)c1ccc(S(=O)(=O)N2CCN(CC(O)COCC3CCCO3)CC2)cc1` (stereo not given) = 1% | 11% | -4 | 1% | -13 | 5% | 0% | 0% | -2
Entry for `Cc1nc(NC(=O)/C=C/c2ccccc2)sc1C(=O)Nc1cccc(Cl)c1` = -14% | -1% | 19 | -17% | 3 | -12% | -1% | 5% | 5

3 compounds from above, arranged by length of the SMILES, smallest number first.
SMILES | HT1080-NT tox | KB-3-1 tox | IL-1B inflam inh | HT1080 IDH1KD tx | DRD3 agonist | GLP-1R agonist | KB-V1 MDR tox | SW480 rereplic | D3 antag
CN(CC(O)COc1ccc2ccccc2c1)C1CCCCC1 (stereo not given) | u | -17% | -82* | u | 1 | 0% | -17% | 6% | -1
COc1ccc(NC(=O)c2ccc3[nH]c(C)c(C)c3c2)c(OC)c1 | -4% | -1% | -6 | -20% | -17 | 25% | -7% | 5% | -53*
Cc1nc(NC(=O)/C=C/c2ccccc2)sc1C(=O)Nc1cccc(Cl)c1 | -14% | -1% | 19 | -17% | 3 | -12% | -1% | 5% | 5
